# Assay outcomes from PubChem BioAssay.
# Eya2 phos inh: inhibitors of human Eya2 phosphatase activity; AID 488837; recombinant Eya2, OMFP fluorescence dephosphorylation (OMFP is methylfluorescein phosphate); 0.006% of 330,000 active; Potency, µM (top dose mostly 76.9 µM), inactives show at the top dose activity, negative = inhibition, actives largely listed as inhibitors; also: potency is read from the fitted curve at half-maximal effect; % is scaled to controls: 0 for no effect and ±100 for the full control effect
#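 Eya2 (0.2 uM) preincubated 10 min at ambient with compound, then OMFP substrate added at 50 uM; 10 min reaction in 50 mM HEPES pH 7.5, 50 mM NaCl, 5 uM MgCl2, 0.05% BSA, 1 mM DTT. Fluorescence read at Ex 485/Em 525 nm.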
# Menin-MLL TR inh: displaces Texas Red mutant MLL peptide from human menin | Potency, µM (highest dose often 61.6 µM), for inactives: top-dose FP activity change, negative = inhibition, actives largely listed as inhibitors | Menin + Texas Red MLL mutant peptide, fluorescence polarization | 0.23% of 270,000 active; active = well fitted inhibition curve with a large enough effect in the polarisation, with a control signal flat, not every such curve was filed as active; inconclusive = small, poorly fitted or top-dose-only effect, or effect the other way, or a change in a side signal; inactive = no such curve, though single readings can be large or run the other way; the % refers to the polarisation; also: potency is read from the fitted curve at half-maximal effect; % of control where 0% means no effect; many of its hits are not listed in these tables
# BCR signal inh: chronic active BCR signaling inhibition; ABC-DLBCL IkBa-CBG/CBR reporter, luminescence ratio, 4 h; Potency, µM (series often up to 46.1 µM), for the others: at the top dose ratio change, negative = lower green/red ratio, hits mostly inhibitors; 0.05% of 340,000 active; AID 493014; active = well fitted inhibition curve with a large enough effect in the signal ratio, with a control signal flat, not every such curve was filed as active; inconclusive = small, poorly fitted or top-dose-only effect, or effect the other way, or a change in a side signal; the % refers to the signal ratio;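 also: potency is read from the fitted curve at half-maximal effect; plate controls were basal doxycycline-induced cells for no effect and cells given 10 µM MG132 for full effect; MG132 reads +100%, hits lower the ratio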
#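 TMD8 human ABC-DLBCL cells with doxycycline-inducible IκBα–green luciferase fusion and unfused red luciferase, in 0.5% FBS medium; compounds up to 46 uM, 4 h at 37C. Green/red luminescence ratio, filter-overlap corrected, fitted to concentration-response curves.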
# USP2a inh: blocks human ubiquitin-specific protease USP2a; O75604; USP2 core, Ub-CHOP2 coupled fluorogenic reporter, 485/531; Potency, µM (highest dose often 38.3 µM), inactives show top-dose activity change, negative = inhibition, most hits filed as inhibitors; 0.01% of 330,000 active;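 also: potency is read from the fitted curve at half-maximal effect; plate controls were DMSO wells for no effect and full inhibition by NEM control for full effect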
#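 USP2 core (10nM final) preincubated 30min RT with compound in 20mM Tris-HCl pH 8.0, 2mM CaCl2, 2mM beta-mercaptoethanol, 0.05% CHAPS; 25nM Ub-CHOP2 plus 25nM reporter substrate added, fluorescence (Ex485/Em531) read after 60min.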
# ASM inhibitor: blocks human secretory acid sphingomyelinase; placental ASM, HMU-PC fluorogenic substrate, 60 min; Potency, µM (top dose mostly 57.5 µM), for the others: at the top dose activity change, negative = inhibition, usual class: inhibitors; 0.006% of 340,000 active; also: potency is read from the fitted curve at half-maximal effect
#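 Human placenta-derived ASM enzyme was preincubated with compound for 10 minutes at room temperature, then given fluorogenic substrate HMU-PC0 (9 uM final) for 60 minutes at 37 °C; a pH 10 stop preceded fluorescence reading at Ex 386/Em 447 nm.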
# Mito fusion yeast: inhibitors of mitochondrial division or activators of mitochondrial fusion; S. cerevisiae fusion-defective mutant growth rescue, CellTiterGlo 48 h; Potency, µM (top dose mostly 46.1 µM), for the others: at the highest dose growth rescue (activation), most hits filed as activators; 0.23% of 320,000 active; AID 485298;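 also: potency is read from the fitted curve at half-maximal effect; % of control where 0% means no effect; nearly all actives have a fitted effect of over 45% in size; temperature-sensitive fusion mutants such as fzo1-1 at 37 °C on non-fermentable ethanol glycerol medium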
#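 Yeast fusion mutant, YPEG (non-fermentable carbon), compound, 48 h at 37C non-permissive; CellTiterGlo added, 10 min RT, luminescence read. Rescued growth = division inhibition.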
# PKM2 activator: PKM2 (human) enzyme activation. Potency, µM (series often up to 57.5 µM), for the others: top-dose activation, actives largely listed as activators. 0.34% of 260,000 active. purified PKM2, Kinase-Glo ATP luminescence, activation; response scale: 0% is enzyme alone, no compound. P14618; also: potency is read from the fitted curve at half-maximal effect; % is scaled to controls: 0 for no effect and ±100 for the full control effect; nearly all actives have a fitted effect of over 55% in size
#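 Purified hPK-M2 (>95% pure) converted ADP (0.1 mM final) to ATP with 0.5 mM PEP in 50 mM imidazole pH7.2, KCl, MgCl2, Tween 20, BSA; 1 h at room temperature. ATP detected by Kinase-Glo luminescence.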
# MBNL1-CUG inh: inhibitors of human MBNL1 binding to CUG repeat RNA. TR-FRET MBNL1-His/biotin-(CUG)12 binding, 665/545 ratio. Potency, µM (highest dose often 57.5 µM), inactives show at the top dose activity change, negative = inhibition, most hits filed as inhibitors. 0.036% of 280,000 active. AID 2675; active = well fitted inhibition curve with a large enough effect in the signal ratio, with a control signal flat, not every such curve was filed as active; inconclusive = small, poorly fitted or top-dose-only effect, or effect the other way, or a change in a side signal; inactive = no such curve, though single readings can be large or run the other way; the % refers to the signal ratio; also: potency is read from the fitted curve at half-maximal effect; % is scaled to controls: 0 for no effect and ±100 for the full control effect
# Target sequence (Q9NR56 whole entry, looked up): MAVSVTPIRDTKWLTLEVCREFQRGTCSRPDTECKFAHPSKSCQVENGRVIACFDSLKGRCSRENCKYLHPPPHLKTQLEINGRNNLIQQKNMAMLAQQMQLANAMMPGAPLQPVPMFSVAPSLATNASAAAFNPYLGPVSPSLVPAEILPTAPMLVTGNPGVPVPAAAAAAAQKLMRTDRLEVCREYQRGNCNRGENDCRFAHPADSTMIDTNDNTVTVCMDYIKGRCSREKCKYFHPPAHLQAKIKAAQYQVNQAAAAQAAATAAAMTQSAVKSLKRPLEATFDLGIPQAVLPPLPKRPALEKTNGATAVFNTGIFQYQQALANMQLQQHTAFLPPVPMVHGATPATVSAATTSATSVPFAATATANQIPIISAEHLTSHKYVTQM
#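 Compounds (final 92 nM to 58 uM) are added to His-tagged MBNL1 and biotin-(CUG)12, then terbium anti-His antibody and streptavidin-XL665 (5 nM final). After 60 min at room temperature, the 665/545 nm ratio is read.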
# GALK inh: blocks human galactokinase activity; 0.007% of 270,000 active; AID 1868; Potency, µM (doses to about 57.5 µM), without a hit: top-dose activity change, negative = inhibition, most hits filed as inhibitors; P51570; Purified GALK, Kinase-Glo residual ATP luminescence; also: potency is read from the fitted curve at half-maximal effect; % is scaled to controls: 0 for no effect and ±100 for the full control effect
#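 Galactose (100 uM) and ATP (35 uM) were turned over by 5 nM GALK for 1 h at RT. Kinase-Glo Plus then converted the remaining ATP into a luminescent signal.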
# TSHR antag: human thyrotropin receptor antagonism; P16473; TSHR-expressing cells, TSH-stimulated cAMP HTRF, 2 h; stronger effect = lower value; activity change, negative = inhibition, % at 11.5 µM; 0.2% of 330,000 active;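 active = activity change below a set negative limit, meaning inhibition stronger than a set level, cut at about -70% in these data; inconclusive = activity change between two set negative limits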; also: % is scaled to controls: 0 for no effect and ±100 for the full control effect
# Target sequence (P16473 whole entry, looked up): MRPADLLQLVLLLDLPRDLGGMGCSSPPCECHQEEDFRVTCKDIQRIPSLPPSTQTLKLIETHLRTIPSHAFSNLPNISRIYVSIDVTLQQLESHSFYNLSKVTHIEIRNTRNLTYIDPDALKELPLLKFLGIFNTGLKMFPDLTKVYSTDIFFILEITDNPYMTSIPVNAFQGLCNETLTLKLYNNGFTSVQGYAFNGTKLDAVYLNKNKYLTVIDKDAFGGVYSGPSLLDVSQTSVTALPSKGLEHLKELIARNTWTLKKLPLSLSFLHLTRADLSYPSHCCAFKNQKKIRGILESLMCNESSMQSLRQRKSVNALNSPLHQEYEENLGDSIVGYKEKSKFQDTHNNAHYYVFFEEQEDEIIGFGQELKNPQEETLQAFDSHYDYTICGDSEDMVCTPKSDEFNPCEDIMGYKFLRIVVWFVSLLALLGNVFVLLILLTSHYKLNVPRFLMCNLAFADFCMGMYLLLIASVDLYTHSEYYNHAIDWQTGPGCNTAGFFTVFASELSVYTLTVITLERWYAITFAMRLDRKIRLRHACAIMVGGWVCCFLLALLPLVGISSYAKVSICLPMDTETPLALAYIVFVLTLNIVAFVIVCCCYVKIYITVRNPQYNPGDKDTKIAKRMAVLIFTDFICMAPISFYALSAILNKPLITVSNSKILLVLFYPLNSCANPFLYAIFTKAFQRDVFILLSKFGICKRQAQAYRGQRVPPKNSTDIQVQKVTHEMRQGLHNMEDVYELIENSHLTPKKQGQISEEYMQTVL
#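 TSHR-expressing cells, 200/well, pre-treated with compound, then stimulated with EC80 TSH (4nM final) for 2 hours at 37 deg C. cAMP measured by competitive HTRF: anti-cAMP cryptate antibody in lysis buffer plus cAMP-d2, read after 30 minutes at room temperature.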
# KCNH2 WT inh: blocks the wildtype human KCNH2 potassium channel; U2OS, BacMam KCNH2, thallium flux FluxOr; stronger effect = lower value; activity change, % at 1.84 µM; 0.37% of 340,000 active;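 active = maximum activity change below -70%; inconclusive = maximum activity change between -70% and -50%; inactive = maximum activity change above -50%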; also: % is scaled to controls: 0 for no effect and ±100 for the full control effect
#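 U2OS cells transduced with wild-type KCNH2 virus are loaded with FluxOr dye for 45 min, and thallium flux is measured in kinetic reads before and after stimulation buffer. Rate constants are normalized to DMSO controls.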
# Starred values were filed as active, the others as inactive; i = inactive; ? = inconclusive; nt = not tested or not shown; [ ] = another dose, or the depositor's remark. Unless noted, calls follow the shape of the dose curve; as a rule, active = well fitted curve in the direction sought with a large enough effect; inconclusive = small, poorly fitted or top-dose-only effect, or another doubt; inactive = no such curve, though single readings can be large; an effect the other way counts as inactive or inconclusive.
SMILES,Eya2 phos inh,Menin-MLL TR inh,BCR signal inh,USP2a inh,ASM inhibitor,Mito fusion yeast,PKM2 activator,MBNL1-CUG inh,GALK inh,TSHR antag,KCNH2 WT inh
O=C(CN1CCN(S(=O)(=O)c2ccc(Cl)cc2)CC1)NC1CC1,2%,nt,-4%,0%,3%,9%,5%,-2%,-2%,21,6
O=C(Oc1ccccc1)N1CCOCC1,17%,1%,0%,0%,0%,1%,1%[11.5 µM],1%,-4%,3,-11
Cc1csc(NC(=O)[C@@H](NC(=O)c2ccccc2)C(C)C)n1,8%,8%,2%,6%,0%,-5%,0%,-12%,0%,3,5
CCOc1ccc2[nH]c(=O)c(CN(CC3COCCO3)C(=O)c3ccco3)cc2c1 (stereo not drawn),3%,-2%,?,1%,73%[activator],2%,-3%,-3%,1%,0,-5
C/C(=C\C(=O)c1ccc(Br)cc1)N1CCCCC1,-12%,11%,2%,-6%,-6%,1%,1%,-10%,-1%,7,27
O=C(N/N=C/c1ccc(OC(=O)c2cccc(F)c2)cc1)c1cccnc1,4%,-17%,0%,1%,-4%,-3%,2%,11%,0%,-6,9
CCCCc1ncc(CN2CCC(CC3CCCCO3)(C(=O)OCC)CC2)[nH]1 (stereo not drawn),-4%,-20%,3%,0%,5%,-3%,-25%,-12%,-1%,2,10
C[C@H](CO)N1C[C@H](C)[C@@H](CN(C)Cc2ccccc2)Oc2c(NC(=O)Cc3ccccc3)cccc2C1=O,7%,nt,?,1%,1%,nt,nt,nt,nt,-1,-1
O=C(Nc1cnn(Cc2ccc(Cl)cc2)c1)c1cccs1,9%,nt,5%,0%,-5%,0%,-7%,12%,3%,0,-41
O=C1CC(C(=O)N2CCN(c3ccc(F)cc3)CC2)CN1CCc1ccccc1 (stereo not drawn),7%,-2%[11.7 µM],1%,0%,2%,-2%,-1%,7%,1%,-6,29
Cc1cccc(NC(=S)NCc2cccs2)c1C,20%,-17%,1%,-1%,0%,-4%,4%,6%,0%,-2,7
O=C(NC(C(=O)c1ccccc1)n1c(=O)cc[nH]c1=S)c1ccccc1 (stereo not drawn),-13%,4%,1%,-1%,-1%,0%,-3%,1%,1%,1,-1
C(=N\Nc1nc2ccccc2s1)/c1ccco1,-29%,?,?,0%,-3%,-13%,-9%,7%,3%,-3,8
Cc1ccccc1-n1ncc2c(SCC(=O)NC3CCCC3)ncnc21,?,-14%,7%,3%,-3%,8%,1%,10%,-2%,-13,13
CC(=O)c1cc(F)c(N2CCN(c3ccc([N+](=O)[O-])cc3F)CC2)cc1C,-1%,3%,9%,0%,3%,-5%,-10%,9%,-1%,7,-10
O=C(CCS(=O)(=O)c1ccccc1)Nc1ccc(S(=O)(=O)Nc2nccs2)cc1,-4%,nt,-1%,1%,3%,nt,nt,nt,nt,-6,-3
CCOC(=O)c1oc2cc(C)cc(C)c2c1C,-7%,nt,-5%,-5%,-3%,-1%,-5%,4%,4%,-5,1
COCCNC(=O)c1c(N)n(CCC2=CCCCC2)c2nc3ccccc3nc12,-2%,1%,?,2%,i,-5%,4%,15%,1%,4,32
CC(=O)c1ccc(OCCCC(=O)N2CCN(S(=O)(=O)c3cccs3)CC2)cc1,4%,6%,0%,-2%,-2%,-3%,17%,-9%,-2%,5,-3
COc1ccc(C(=O)NCCSCc2ccco2)cc1OC,15%,5%,1%,4%,4%,1%,5%,4%,6%,-3,1
O=C(OCC(=O)N1CCOCC1)c1cc(=O)[nH]c2ccccc12,-1%,nt,-2%,2%,27%,nt,nt,nt,nt,3,-3
COC(=O)C1=C(O)C2(C(=O)O)CC(C(=O)OC)=C(O)C(C(=O)O)(C1)C2,-3%,nt,1%,0%,1%,0%,-4%,-2%,5%,6,1
O=C1c2ccccc2S(=O)(=O)N1Cc1nnc(-c2ccccc2Br)o1,-1%,-1%,?,0%,0%,4%,-9%,3%,-3%,-15,0
COc1ccc(N2CCN(C(=O)c3cc4c(=O)n(Cc5ccccc5)ccc4nc3C)CC2)cc1,-6%,-4%,6%,1%,0%,-14%,-1%,1%,0%,15,0
CCc1ccc2[nH]c(C(=O)N(C)c3ccc(F)cc3F)cc2c1,-14%,11%,1%,-5%,10%,0%,nt,13%,-2%,8,-1

# Next compounds:
SMILES,Eya2 phos inh,Menin-MLL TR inh,BCR signal inh,USP2a inh,ASM inhibitor,Mito fusion yeast,PKM2 activator,MBNL1-CUG inh,GALK inh,TSHR antag,KCNH2 WT inh
COc1ccccc1N1CCN(c2cc(=O)n(-c3ccc(Br)cc3)c(=O)[nH]2)CC1,-15%,0%,-9%,5%,2%,-1%,0%,-11%,-2%,12,2
CCC(C)NC(=O)c1cn(CC)c2cc(N3CCN(C)CC3)c(F)cc2c1=O (stereo not drawn),-29%,nt,?,0%,-1%,-2%,-9%,-6%,2%,-2,5
CS(=O)(=O)N(CC(=O)N1CCOCC1)Cc1ccccc1,-2%,-9%,-1%,8%,4%,4%,-21%,-3%,-1%,7,-28
CN(C(=O)CC1C(=O)NCCN1Cc1cccc(C(F)(F)F)c1)C1CCOCC1 (stereo not drawn),-2%,nt,-2%,-2%,35%[activator],-1%,-3%,6%,6%,26,12
CN(C)C(=O)c1nc(C#N)c(N(C)C)o1,-5%[15.4 µM],6%,3%,4%,3%,-1%,-1%,-9%,1%,-7,-17
Cc1c(CC(=O)O)c(=O)oc2cc3occ(-c4ccc(F)cc4)c3cc12,2%,2%,?,4%,42%[activator],8%,nt,-4%,-3%,-15,-6
O=C(CCC1CCN(Cc2ccc(Cl)cc2)CC1)NC1CC1,?,-16%,-2%,-1%,-2%,4%,-3%,-5%,-5%,-9,38
CCC(OC(=O)c1cccs1)C(=O)NCc1ccc(C)cc1 (stereo not drawn),-7%,2%,2%,8%,2%,8%,0%,1%,-4%,-1,9
COc1ccccc1NC(=O)N1CCN(c2ccccc2F)CC1,-9%,-7%,?,5%,3%,-7%,2%,-13%,0%,1,-6
CN(C(=O)COC(=O)Cc1c(Cl)cccc1Cl)c1c(N)n(Cc2ccccc2)c(=O)[nH]c1=O,-4%,nt,-3%,0%,3%,1%,nt,nt,nt,1,-7
O=C(CCSCCC(=O)NCc1ccco1)NCc1ccco1,13%,2%,17%,0%,1%,0%,-2%,-9%,2%,3,-5
Cc1c(N)c(=O)n(-c2ccccc2)n1C,7%,8%,-4%,6%,-7%,3%,nt,nt,nt,-2,10
CCn1c(Cc2ccccc2)nnc1SCC(=O)Nc1ccc(N)cc1,-4%,3%,16%,0%,3%,0%,4%,2%,1%,13,-7
CCc1ccc(NC(=O)C2CCCN2S(=O)(=O)c2ccc3c(c2)n(C)c(=O)c(=O)n3C)cc1 (stereo not drawn),-1%,nt,3%,3%,-1%,3%,-2%,-9%,2%,4,3
CC(=O)N/C(=C/c1ccccc1)C(=O)NCCO,-29%,-7%,0%,0%,6%,2%,-1%,1%,-1%,-6,4
COc1ccc(-c2nc3ccc(C)cn3c2NCc2ccccc2)cc1SC1CCCCC1,-42%,nt,?,0%,131%[activator],10%,nt,nt,nt,-40,-9
N=c1c2c(-c3ccccc3)c(-c3ccccc3)n(Cc3ccco3)c2ncn1CCCN1CCOCC1,-7%,?,-1%,-1%,6%,-4%,-14%,-4%,1%,-4,-4
CC(/C=N/NC(=O)c1cc(-c2ccccc2)nc2ccccc12)=C\c1ccco1,-9%,-25%,?,-1%,-12%,21%,21%,nt,2%,10,-4
CCc1cc2c(=O)n(-c3ccccc3)c(SCC(=O)O)nc2s1,-17%,4%,14%,0%,3%,-1%,2%[11.5 µM],-1%,-3%,0,-5
O=C(O)c1ccccc1Nc1ccc2nonc2c1[N+](=O)[O-],?,23%,2%,3%,-2%,3%,nt,?,1%,1,1
Cc1cc(C)c(C)c(OCC(=O)NCc2nc(-c3ccccc3)no2)c1,1%,-27%,-2%,4%,-16%,2%,0%,-4%,-1%,0,-14
CCc1nnc(NC(=O)C2CCN(c3nc(C)cc(C)n3)CC2)s1,-3%,-1%,0%,2%,2%,3%,-8%,10%,0%,-3,-1

# Not all compounds are listed; the hit share may differ from the screen's.
